From PubChem BioAssay
CYP2C19 act: human CYP2C19 activators, primary screen, biochemical, luminescence; recombinant CYP2C19, luciferin-H EGE luminescence; active compounds read high; 0 = fully inhibited enzyme, 1 = untreated enzyme; activation factor at 5 µM; AID 1025, 2008; 96,000 tested, under 10 active;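 active means activation factor of at least 2 at 5 µM in the primary screen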;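 further: 0 = wells with 2.5 mM tranylcypromine and 1 = vehicle-only wells; values of inactives mirror those of a sister screen read the other way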
Target sequence (P33261 whole entry, looked up): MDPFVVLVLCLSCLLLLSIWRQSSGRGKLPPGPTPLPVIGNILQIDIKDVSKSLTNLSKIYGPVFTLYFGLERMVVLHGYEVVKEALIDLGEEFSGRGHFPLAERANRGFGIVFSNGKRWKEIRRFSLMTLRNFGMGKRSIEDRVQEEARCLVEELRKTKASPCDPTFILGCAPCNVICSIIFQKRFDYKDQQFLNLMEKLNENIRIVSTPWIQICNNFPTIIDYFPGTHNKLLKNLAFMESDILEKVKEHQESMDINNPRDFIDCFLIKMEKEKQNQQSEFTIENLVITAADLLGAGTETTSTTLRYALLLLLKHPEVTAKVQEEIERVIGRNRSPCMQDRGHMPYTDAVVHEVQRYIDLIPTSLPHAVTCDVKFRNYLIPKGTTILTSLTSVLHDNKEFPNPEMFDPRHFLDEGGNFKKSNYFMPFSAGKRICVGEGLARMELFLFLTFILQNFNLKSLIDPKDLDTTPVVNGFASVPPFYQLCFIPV
CYP2C19 inhib: blockers of cytochrome P450 2C19 activity – biochemical, luminescence, ADME assay, primary screen | P33261 | CYP2C19 Supersomes, luciferin-H EGE luminescence, 30 min | inhibition, % at 5 µM | 21% of 96,000 active;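 active means CYP2C19 inhibition above a set limit at 5 µM in the primary screen, cut at about 50% in these data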;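 further: plate controls were negative control wells for no effect and 2.5 mM tranylcypromine positive control for full effect; values of inactives mirror those of a sister screen read the other way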
CYP2C9 activ: human CYP2C9 activators, primary screen, biochemical, luminescence. Cytochrome P450 2C9 (Homo sapiens), P11712. recombinant CYP2C9, luciferin-H conversion; active compounds read high; factor 1 = untreated enzyme, 0 = blocked. activation factor at 5 µM. 1.4% of 96,000 active. AID 1024, 2008;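 active means activation factor of 2 or more for CYP2C9 at a 5 µM dose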;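 further: 0 = sulfaphenazole-blocked wells and 1 = vehicle-only wells; values of inactives mirror those of a sister screen read the other way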
Target sequence (P11712 whole entry, looked up): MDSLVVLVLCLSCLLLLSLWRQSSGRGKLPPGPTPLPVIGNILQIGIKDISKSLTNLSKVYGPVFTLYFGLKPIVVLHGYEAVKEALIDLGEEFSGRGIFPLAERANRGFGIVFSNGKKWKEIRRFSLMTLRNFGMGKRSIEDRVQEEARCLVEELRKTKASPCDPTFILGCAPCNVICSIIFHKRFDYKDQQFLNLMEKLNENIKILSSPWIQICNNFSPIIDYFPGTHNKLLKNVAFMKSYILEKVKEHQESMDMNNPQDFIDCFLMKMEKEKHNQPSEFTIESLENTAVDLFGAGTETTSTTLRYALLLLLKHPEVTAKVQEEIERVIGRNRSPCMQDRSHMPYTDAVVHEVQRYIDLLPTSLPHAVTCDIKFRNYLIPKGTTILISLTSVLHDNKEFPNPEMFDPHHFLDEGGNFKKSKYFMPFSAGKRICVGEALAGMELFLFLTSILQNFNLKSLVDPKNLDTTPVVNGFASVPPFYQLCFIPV
CYP2C9 inh: blockers of cytochrome P450 2C9 activity – biochemical, luminescence, ADME assay, primary screen. P11712. CYP2C9 Supersomes, luciferin-H conversion. inhibition, % at 5 µM. 20% of 96,000 active;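 active means blocking of liver enzyme CYP2C9 beyond about 50% at 5 µM, limit read from the data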; further: values of inactives mirror those of a sister screen read the other way
Mac1 fbg enh: enhancers of CD11b/CD18 adhesion to fibrinogen, primary screen, K562 cells, luminescence; ATPlite luminescence; activation, % at 10 µM; 0.07% of 93,000 active; Integrin beta-2 (Homo sapiens) + Integrin alpha-M (Homo sapiens), P05107+P11215;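 active means 10 µM primary screen giving 50% or more activity, confirmed by 40% or more on retest at that dose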; further: strong numbers were not always called active; reference of the scale not given here
PLAP act: PLAP enzyme activators, biochemical, luminescence, HTS; Alkaline phosphatase, placental type (Homo sapiens), P05187; purified PLAP enzyme, luminescent substrate read-out; active compounds read high; activation fold at 20 µM; 1.2% of 96,000 active; in the data active means activation fold above about 2
Pyk2 oligo antag: antagonists of Pyk2 self-association, primary screen, Q293 cells, FERM NanoBiT luminescence, HTS; Protein-tyrosine kinase 2-beta (Homo sapiens), Q14289; active compounds read low; z-score (the deposit names both 25 µM and 10 µM); 0.83% of 99,000 active; AID 1347419, 2020;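 active means Z-score of -3 or lower, scaled per plate to the spread of control and sample wells; inactive means z-score above -3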;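 further: negative z-score means lost luminescence so less FERM oligomerization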
MT1-MMP txn act: MT1-MMP promoter reporter activation – cell-based, luciferase luminescence, primary screen; HT1080 MT1-MMP promoter luciferase reporter, overnight; active compounds read high; AID 750, 2007; 0.16% of 86,000 active; activation factor at 10 µM;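 active means activation factor of at least 2 for MT1-MMP transcription at 10 µM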
CD11b adhes inh: inhibitors of CD11b/CD18 adhesion to fibrinogen, primary screen, K562 cells, luminescence. Integrin beta-2 (Homo sapiens) + Integrin alpha-M (Homo sapiens), P05107+P11215. ATPlite luminescence; Mn2+ added to activate the integrin. inhibition, % at 10 µM. 0.54% of 93,000 active. AID 1497, 2009;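 active means primary inhibition of 50% or more at 10 µM, then 40% or more on retest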; further: some results filed as inactive read as strong as hits
* = called active by the depositor; / = no result given.

| CYP2C9 activ | Pyk2 oligo antag | CYP2C19 act | CD11b adhes inh | CYP2C9 inh | PLAP act | Mac1 fbg enh | CYP2C19 inhib | MT1-MMP txn act | compound |
| --- | --- | --- | --- | --- | --- | --- | --- | --- | --- |
| 0.8 | 1.6 | 1 | -7 | 20 | 1.5 | -1 | 3 | / | CCN(CC)C(=O)C1CCCN(C(=O)Nc2ccc(NC(=O)N3CCCC(C(=O)N(CC)CC)C3)cc2)C1 (centres undefined) |
| 0.8 | 0.97 | 1 | 27 | 19 | 1.3 | -3 | 3 | 1.3 | Cn1c(Cc2csc(N)n2)nnc1SCC(=O)NC1CCCCC1 |
| 1 | 0.33 | 0.8 | -15 | -4 | 0.9 | 2 | 19 | 1.2 | COc1ccc2nc(NC(=O)Cn3cnc4c(=O)n(C)c(=O)n(C)c43)sc2c1 |
| 0.9 | 0.67 | 0.4 | / | 9 | 0.9 | / | 62* | / | O=C1C2C3CC(C(Br)C3Br)C2C(=O)N1c1ccccn1 (centres undefined) |
| 0.6 | -0.04 | 0 | / | 41 | 1 | / | 98* | / | CCCc1cc2c(cc1NC(=O)c1ccc(C)cc1)OCO2 |
| 0.8 | 0.71 | 0.6 | -2 | 22 | 1.5 | 1 | 40 | 0.9 | COc1ccc(OC)c(CN(CCCN2CCOCC2)S(=O)(=O)c2ccc(NC(C)=O)cc2)c1 |
| 1.1 | 0.65 | 0.7 | -26 | -5 | 0.8 | 0 | 25 | 1.4 | O=C(Nc1cnccn1)c1csc2ccccc12 |
| 1.1 | -0.33 | 0.9 | -12 | -7 | 0.8 | 1 | 8 | 1.2 | COc1ccc2oc(C)c(C(N)=O)c2c1 |
| 0.7 | -0.08 | 0.7 | -15 | 31 | 1.6 | -6 | 33 | 1.3 | CCN(CC)S(=O)(=O)c1ccc(-c2nnc(SCc3nnc(-c4ccc(C)cc4)o3)n2CC)cc1 |
| 0.8 | -0.55 | 0.7 | / | 16 | 1 | / | 33 | 1.2 | O=C1CN=C(Nc2ccc(Cl)cc2)N1c1ccccc1 |
| 1.1 | -1.2 | 0.9 | -2 | -5 | 1 | -1 | 11 | 1.4 | Clc1ccc(OCCSc2ncccn2)c2ccccc12 |
| 1.1 | -2.1 | 0.9 | / | -8 | 1 | / | 10 | 1.3 | Cn1c(SC2=CS(=O)(=O)c3ccccc32)nc2ccccc21 |
| 1.1 | -0.14 | 1 | 8 | -7 | 1.1 | -8 | -1 | 1 | CCc1ccccc1NC(=O)c1cccs1 |
| 0.8 | 0.31 | 1.1 | 9 | 17 | 1.5 | -6 | -6 | 1.1 | Cc1n[nH]c(C)c1CCc1nc2c3ccccc3nc(SCC(N)=O)n2n1 |
| 1 | 0.05 | 0.6 | -4 | -5 | 1.1 | -1 | 38 | 1.1 | O=C(c1ccccc1)N(Cc1cccs1)C1CCS(=O)(=O)C1 (centres undefined) |
| 0.6 | -1.1 | 0.8 | -16 | 41 | 1.3 | -4 | 21 | / | COc1cc2c(cc1NC(=O)CSc1nc3ccccc3[nH]1)oc1ccccc12 |
| 1 | 0.95 | 0.8 | -2 | 1 | 1.1 | 1 | 20 | 1.1 | CCCCn1c(=N)n(CC(O)COc2cccc(C)c2)c2ccccc21 (centres undefined) |
| 0.8 | 1.1 | 0.6 | / | 24 | 0.9 | / | 41 | / | CCNC(=O)O/N=C(\C)c1sc(-c2ccc(Cl)cc2)nc1C |
| 1 | -0.15 | 0.8 | -5 | -4 | 0.9 | -2 | 19 | 1.1 | Cc1ccc(CNCc2cccnc2)cc1 |
| 0.8 | -0.15 | 0.9 | -6 | 19 | 1.5 | -4 | 15 | 0.9 | COCCNC(=O)c1c(N)n(-c2ccccc2)c2nc3ccccc3nc12 |
| 0.9 | 0.04 | 1 | 1 | 5 | 0.9 | 2 | 0 | 1.2 | CCc1n[nH]c(=S)n1/N=C/c1ccc2c(c1)OCO2 |
| 0.6 | -0.54 | 1 | -9 | 38 | 0.8 | 2 | -2 | 1.1 | c1ccc(-n2nnnc2SCc2cccc3nsnc23)cc1 |
| 1.9 | 0.33 | 0.6 | -12 | -91 | 0.8 | -2 | 44 | 1.2 | O=C(CC1COc2ccccc2O1)NC1CCCCC1 (centres undefined) |
| 0.8 | / | 0.9 | -10 | 15 | 0.9 | -3 | 14 | 1.1 | CCCOC(=O)C1C2C=CC3(CN(c4cccc(Cl)c4)C(=O)C13)O2 (centres undefined) |
| 0.7 | -0.5 | 1 | / | 31 | 0.9 | / | 2 | 1.2 | C=CCn1c(-c2cccc(OC)c2)nc2nc3ccccc3nc21 |
| 0.9 | -0.83 | 1.1 | 0 | 10 | 1.1 | -5 | -7 | 1.1 | O=C1CCc2cc(S(=O)(=O)NCCC(=O)NC3CCN(Cc4ccccc4)CC3)ccc2N1 |
| 0.3 | / | 0.3 | -1 | 65* | 0.9 | -3 | 69* | 1 | O=C(CCSc1nc(-c2ccc3c(c2)OCO3)cc(C(F)(F)F)n1)NCc1ccco1 |
| 1.1 | 0.75 | 1 | / | -13 | 0.8 | / | -4 | / | CC(C)OP(=O)(OC(C)C)C1(O)C(=O)Nc2ccccc21 (centres undefined) |
| 1 | 0.12 | 1 | -13 | -4 | 0.9 | -3 | 4 | 1.1 | COc1ccccc1CNC(=O)C1CCN(c2nc3ccccc3o2)CC1 |
| 0.3 | 0.63 | 0 | -1 | 66* | 1.3 | -1 | 97* | 1.4 | O=C(c1ccc(Br)cc1)C1CCc2occc2C1=O (centres undefined) |
| 1 | -0.77 | 1.1 | -5 | -4 | 1 | 0 | -12 | 1.1 | O=S(=O)(Nc1ncn[nH]1)c1ccc2ccccc2c1 |
| 0.1 | -1.3 | 0.3 | -12 | 94* | 1 | 0 | 65* | 1.1 | CCOC(=O)c1[nH]c(CSc2nnc(-c3ccncc3)n2CCOC)c(C(=O)OCC)c1C |
| 0.9 | -0.31 | 1 | -31 | 12 | 1 | 0 | 1 | 1 | Cc1cc(C)n(CCCNC(=O)c2ccc3c(c2)NC(=O)CS3)n1 |
| 0.8 | / | 1 | 24 | 20 | 1.1 | -2 | 4 | / | O=C(Nc1nc2c(s1)CCCC2)C1COc2ccccc2O1 (centres undefined) |
| 1.2 | / | 1.2 | -5 | -18 | 0.9 | 6 | -20 | 1.2 | CCCSc1nnc2n(Cc3ccccc3)c(=O)c3c4c(sc3n12)CCC4 |
| 0.9 | -0.38 | 1.2 | 0 | 15 | 1.5 | -2 | -16 | 1 | O=C(Cn1nnc(-c2ccccc2F)n1)Nc1ccc(C(=O)N2CCOCC2)cc1 |
| 0.9 | -0.17 | 0.6 | -5 | 12 | 1.4 | -2 | 43 | 1 | CCOc1ccc(N2C(=O)CC(Sc3nc(C)cc(C)n3)C2=O)cc1 (centres undefined) |
| 0.4 | -0.04 | 0.5 | -19 | 59* | 0.8 | -5 | 54* | 1.1 | CCOC(=O)c1oc2ccc(Br)cc2c1CSc1nnc(C)s1 |
| 0.7 | 0.22 | 0.8 | 1 | 34 | 1.3 | -4 | 18 | 1.1 | Cc1cccc(N(CC(=O)Nc2c(C)n(C)n(-c3ccccc3)c2=O)S(C)(=O)=O)c1 |
| 1 | 0.16 | 0.9 | 4 | 2 | 1.1 | -3 | 10 | 1.1 | Cc1nc2ncnn2c(C)c1CCC(=O)NCc1ccco1 |
| 1 | 2.2 | 0.7 | -2 | 2 | 1.7 | 15 | 30 | 1.2 | Cc1ccc2cc(CN(Cc3cccs3)Cc3nnnn3CC3CCCO3)c(=O)[nH]c2c1 (centres undefined) |
| 0.1 | -0.13 | 0 | -22 | 92* | / | 0 | 100* | 1 | COc1ccc(-c2c(-c3ccc(O)cc3O)n[nH]c2C)cc1OC |
| 1 | 0.4 | 0.8 | -16 | 1 | 0.9 | -1 | 19 | / | CC1CCCCN1Cc1ccc(N(C)C)cc1 (centres undefined) |
| 1.2 | 1.7 | 1.1 | -7 | -23 | 0.9 | -4 | -11 | 1 | Cc1ccc(S(=O)(=O)N2C(=O)CCC2C(=O)Nn2cnnc2)cc1 (centres undefined) |
| 0.8 | -0.6 | 1 | -4 | 15 | 1.4 | 0 | 4 | 1.2 | Cc1ccc(-c2cc(-c3nnc(SCC(=O)N(C)CCC#N)n3N)c3ccccc3n2)cc1 |
| 0.7 | 0.21 | 0.5 | -14 | 28 | 1.4 | 1 | 51* | 1.2 | CCOC(=O)N1CCN(CC(=O)Nc2ccc(C)c(Br)c2)CC1 |
| 0.4 | -2.8 | 0.8 | -32 | 62* | 1.2 | -3 | 21 | 1 | O=C(Nc1nccs1)c1cn(-c2ccccc2)nc1-c1ccccc1 |
| 0 | -0.01 | 0.6 | -16 | 96* | 1.1 | 3 | 44 | 1.1 | CCCCc1ccc(S(=O)(=O)Nc2cc(C)on2)cc1 |
| 0.3 | / | 0.9 | / | 70* | 0.8 | / | 11 | 1.1 | CCOC(=O)c1sc(Nc2cccc(C)c2C)nc1C |
| 0.5 | -0.09 | 0.5 | / | 50 | 2.3* | / | 54* | 1 | CCN(CC(=O)Nc1ccccc1Br)Cc1nc2ccccc2c(=O)[nH]1 |
| 0.8 | / | 1.2 | -4 | 17 | 0.9 | -1 | -16 | 1.1 | CCOC(=O)N1CCN(C(=O)CSc2nnc(-c3cccs3)o2)CC1 |
| 0.5 | / | 0.1 | 5 | 48 | 0.9 | 2 | 87* | / | O=C(NCc1ccc(OC(F)(F)F)cc1)C1CC(c2c(Cl)cccc2Cl)=NO1 (centres undefined) |
| 0.9 | -0.62 | 0.8 | -34 | 6 | 0.9 | 2 | 16 | 1.2 | COc1cccc(C(=O)Nc2cnc(NC(=O)c3ccco3)cc2C)c1 |
| 0.6 | 0.42 | 0.2 | 8 | 38 | 0.8 | -4 | 75* | 1.1 | CNC(=O)c1sccc1SCc1ccc(Cl)cc1Cl |
